mouse EphA4 binding: inhibitors of EphA4 binding to KYL peptide, primary screen, biochemical, colorimetric, mouse EphA4 (AID 689) | 62,000 compounds, 0.1% hits | one-dose inhibition, % at 10 µM; IC50 in µM for titrated hits | EphA4-AP binding to KYL peptide, pNPP A405; higher % means a stronger effect; in the data active = a potency from the dose series; inactive = the rest, 99 in 100 with inhibition below about 22%
The depositor's hits bear a star. An excerpt; the hit share may differ from the screen's.

`CC1CN(c2ccc(S(=O)(=O)N3CCOCC3)cn2)CC(C)O1` (stereo unspecified) gave mouse EphA4 binding -2.4%.
For COc1ccccc1N(CC(=O)NC(C)(C)C)C(=O)Cn1nnc(-c2ccc(C)o2)n1 the results were mouse EphA4 binding 1.9%.
`Cc1nn(C)c(C)c1S(=O)(=O)NCc1cccs1` gave mouse EphA4 binding -6.4%.
Screening Cc1cc(C)n(-c2nc3c(c(=O)[nH]c(=O)n3C)n2CC(O)COc2ccccc2C)n1 (stereo unspecified) returned mouse EphA4 binding -8.4%.
`Cc1nn(Cc2cccc(C(=O)Nc3ccn(Cc4c(F)c(F)cc(F)c4F)n3)c2)c(C)c1[N+](=O)[O-]` gave mouse EphA4 binding -4.6%.
Cc1cccc(-n2c(=O)c(C#N)cc3c(=O)n4ccccc4nc32)c1 was read as mouse EphA4 binding 1.1%.
`COc1ccccc1C1C(C(N)=O)=C(C)Nc2nc(-c3ccccc3Cl)nn21` (stereo unspecified) gave mouse EphA4 binding -24.8%.
`COC(=O)c1ccc(-n2c(C)nc(=O)c(-c3ccccc3)c2C)cc1` gave mouse EphA4 binding 1.1%.
Screening Cc1cc(C)c(S(=O)(=O)NNC(=O)C2CCN(Cc3ccccc3)CC2)c(C)c1 returned mouse EphA4 binding -3.9%.
COc1ccc(CC(=O)NC(C)(C)CC(C)=O)cc1OC was read as mouse EphA4 binding -5.1%.
Screening CCCC(=O)Nc1ccc(N2CCN(C(=O)CCC)CC2)cc1 returned mouse EphA4 binding 1.4%.
Cc1c(Br)c(C(F)(F)F)nn1CC(=O)N(C)c1ccccc1 was read as mouse EphA4 binding -10.9%.
Cc1sc2ncnc(SCC#N)c2c1C was read as mouse EphA4 binding -3.1%.
Screening CCOC(=O)c1c(C)c(C(=O)NCc2cccnc2)c(C)n1C returned mouse EphA4 binding -5.7%.
`O=C(CNC(=O)c1ccccc1)OC(C(=O)Nc1cc(C(F)(F)F)ccc1Cl)c1ccccc1` (stereo unspecified) gave mouse EphA4 binding -8.8%.
For CCCOc1ccc(N2C(=O)C3ON(c4ccccc4)C(CCC)C3C2=O)cc1 (stereo unspecified) the results were mouse EphA4 binding -4.2%.
Screening CCOc1ccccc1NS(=O)(=O)N(C)C returned mouse EphA4 binding -1.0%.
Cc1ccc(Cn2c(-n3nc(C)cc3C)nc3c2c(=O)[nH]c(=O)n3C)cc1 was read as mouse EphA4 binding -19.4%.
For COc1ccc(-c2c(C#N)c(C)nc3c2C(=O)c2ccccc2-3)cc1 the results were mouse EphA4 binding 2.8%.
Screening O=C(Nc1cccc2c1C(=O)NC2=O)c1ccc(S(=O)(=O)N2CCCC2)cc1 returned mouse EphA4 binding -10.8%.
Screening Cc1ccn2c(NC3CCCCC3)c(C)nc2c1 returned mouse EphA4 binding -6.8%.
For CCN(CC)c1nc(C#N)cc(-c2ccc(OC)cc2)n1 the results were mouse EphA4 binding -9.9%.
For CCCn1c(C)cc(=O)c2cc(NC(=O)c3ccccn3)ccc21 the results were mouse EphA4 binding -0.3%.
`COc1ccc(C(=O)N/N=C/c2cc3ccccc3[nH]c2=S)cc1` gave mouse EphA4 binding -11.0%.
Screening O=c1ccn(-c2cccc(C(F)(F)F)c2)nc1-c1ccn(-c2ccccc2F)n1 returned mouse EphA4 binding -3.8%.
For O=C(c1ccccc1)c1ccc(OCC(O)CN2CCN(S(=O)(=O)N3CCCCC3)CC2)cc1 (stereo unspecified) the results were mouse EphA4 binding -2.5%.
`Cc1cc2nc(NC3=NCN(CCN4CCOCC4)CN3)nc(C)c2cc1C` gave mouse EphA4 binding -19.6%.
CC1CCCCN1C(=O)CSc1nnc(CSc2ncccn2)n1C (stereo unspecified) was read as mouse EphA4 binding -7.6%.
Screening CCc1nc(SCc2cccnc2)[nH]c(=O)c1C returned mouse EphA4 binding -12.3%.
For COc1cccc(C(=O)Nc2ccc3c(c2)C(=O)N(CCC(=O)O)C3=O)c1 the results were mouse EphA4 binding -17.0%.
O=C(CSc1nnc(Cc2cccs2)n1Cc1ccco1)Nc1cc(Cl)cc(Cl)c1 was read as mouse EphA4 binding -4.5%.
For CCCn1c(N)[n+](CC(=O)c2ccco2)c2ccccc21 the results were mouse EphA4 binding -15.8%.
For Cc1nn(-c2ccccc2)c(C)c1-c1cccc([N+](=O)[O-])c1 the results were mouse EphA4 binding 4.8%.
For Cn1c(CNc2nc3ccccc3n2CCN2CCCCC2)nc2ccccc21 the results were mouse EphA4 binding -23.3%.
Screening COc1ccc(CNC(=O)c2csnn2)cc1 returned mouse EphA4 binding 4.0%.
`CCOC(=O)Cc1cc(=O)n2[nH]c(C)c(C#N)c2n1` gave mouse EphA4 binding -6.1%.
`CN(C)c1ccc(CN(C)C2CCCCC2)cc1` gave mouse EphA4 binding 1.6%.
`CC(=O)COc1ccc2c(c1)oc(=O)c1ccccc12` gave mouse EphA4 binding -3.7%.
COC(=O)CCC(=O)Nc1cccc2ccccc12 was read as mouse EphA4 binding -2.4%.
Cc1nc(CSc2ccc(Cl)cc2)cc(NCc2ccccc2)n1 was read as mouse EphA4 binding -1.7%.

Reprinted from the part before: 2 compounds, then new ones.
COC(=O)CCC(=O)Nc1cccc2ccccc12 was read as mouse EphA4 binding -2.4%.
Cc1nc(CSc2ccc(Cl)cc2)cc(NCc2ccccc2)n1 was read as mouse EphA4 binding -1.7%.
Screening Cc1ccc(OCCSc2nc3ccccc3[nH]2)cc1 returned mouse EphA4 binding -1.7%.
For CCOc1ccc2nc(NC3=NCN(Cc4ccco4)CN3)nc(C)c2c1 the results were mouse EphA4 binding 2.2%.
COc1cc(C(=O)OCC(=O)c2cc(C)n(C)c2C)cc(OC)c1OC was read as mouse EphA4 binding 5.6%.
O=C(c1cc(-c2ccc(Cl)cc2Cl)on1)N1CCN(C(=O)c2ccco2)CC1 was read as mouse EphA4 binding 11.3%.
C=CCOc1ccc(C2c3c(oc4ccccc4c3=O)C(=O)N2CCCN2CCOCC2)cc1 (stereo unspecified) was read as mouse EphA4 binding -12.1%.
Screening COc1cc(OC)cc(C(=O)Nc2cc(NC(=O)c3ccco3)ccc2OC)c1 returned mouse EphA4 binding -7.2%.
Screening O=C(Nc1c2c(nn1-c1ccc(F)cc1)CS(=O)(=O)C2)C12CC3CC(CC(C3)C1)C2 returned mouse EphA4 binding -0.5%.
`Cc1ccc(-c2nn3c(-c4ccco4)nnc3c3ccccc23)cc1S(=O)(=O)NCC1CCCO1` (stereo unspecified) gave mouse EphA4 binding -7.8%.
Cn1c(-c2ccc(Br)o2)nc2cc(Br)ccc21 was read as mouse EphA4 binding -5.0%.
CC(=O)c1nc2ccccc2n1S(=O)(=O)c1ccc(C)cc1 was read as mouse EphA4 binding 20.1%.

The last 4 records of the section before open the next one:
Screening O=C(Nc1c2c(nn1-c1ccc(F)cc1)CS(=O)(=O)C2)C12CC3CC(CC(C3)C1)C2 returned mouse EphA4 binding -0.5%.
`Cc1ccc(-c2nn3c(-c4ccco4)nnc3c3ccccc23)cc1S(=O)(=O)NCC1CCCO1` (stereo unspecified) gave mouse EphA4 binding -7.8%.
Cn1c(-c2ccc(Br)o2)nc2cc(Br)ccc21 was read as mouse EphA4 binding -5.0%.
CC(=O)c1nc2ccccc2n1S(=O)(=O)c1ccc(C)cc1 was read as mouse EphA4 binding 20.1%.
Screening O=C1CN(c2ccc(Cl)cc2)C(=O)CN1NC(=S)Nc1ccc(Cl)cc1 returned mouse EphA4 binding 1.1%.
Screening O=C(COc1ccccc1)Nc1cccc2c1CCCC2 returned mouse EphA4 binding -20.4%.
For CC(=O)N1CCc2cc(Br)cc(S(=O)(=O)N3CCN(c4ccccn4)CC3)c21 the results were mouse EphA4 binding -7.6%.
For O=C1c2cccc3cc([N+](=O)[O-])cc(c23)C(=O)N1Nc1ccccc1 the results were mouse EphA4 binding -9.6%.
COc1ccccc1CNC(=O)c1cn(C)c(=O)c2cc(OC)c(OC)cc12 was read as mouse EphA4 binding 4.8%.
`CCCCCCCCn1c(C)cc(=O)[nH]c1=O` gave mouse EphA4 binding 5.3%.
`S=C(Nc1ccc(Cl)cc1)NC1CC2CCCC(C1)N2C1CCCC1` (stereo unspecified) gave mouse EphA4 binding -35.2%.
For CCOC(=O)C1CCN(c2c(NCc3ccc(C(=O)NC4CCCC4)cc3)c(=O)c2=O)CC1 the results were mouse EphA4 binding 2.0%.
O=C(Nc1sc2c(c1-c1nc3ccccc3[nH]1)CCCC2)C1CC1 was read as mouse EphA4 binding -2.8%.
Screening CCOC(=O)N1CCN(C(=O)C(c2ccccc2)c2ccccc2)CC1 returned mouse EphA4 binding -4.7%.
For Cc1cc(C)c(NC(=O)c2ccccc2CCc2ccccc2)c(C)c1 the results were mouse EphA4 binding -8.1%.
Screening COc1ccc(-c2nn(-c3ccccc3)cc2C(=O)Nc2nc(CC(C)=O)ns2)cc1 returned mouse EphA4 binding 4.1%.
Screening CCn1cc(C2=NOC(C(=O)Nc3ccccc3C(=O)OC)C2)c(C)n1 (stereo unspecified) returned mouse EphA4 binding 2.0%.
Screening CCN1CCN(c2ncnc3c2cnn3-c2ccccc2)CC1 returned mouse EphA4 binding -4.7%.
N#CCc1nc2n(n1)Cc1ccccc1-2 was read as mouse EphA4 binding -2.8%.
Screening CCCCNC(=O)c1ccc2c(=O)n(CCCOCC)c(=S)[nH]c2c1 returned mouse EphA4 binding -5.1%.
`COc1ccc(CCNC(=O)/C(=C/c2ccc(C(C)C)cc2)NC(=O)c2ccccc2)cc1OC` gave mouse EphA4 binding -3.0%.
CCCc1c(C)[nH]c2c(OC)cccc2c1=O was read as mouse EphA4 binding -12.2%.
Screening Cc1nc2ccccc2n1CC(=O)N/N=C\c1ccccn1 returned mouse EphA4 binding -4.2%.
O=C(CN1CCN(c2ccccc2F)CC1)Nc1ccccc1F was read as mouse EphA4 binding 17.5%.
`Cc1ccc(Nc2cccccc2=O)cc1` gave mouse EphA4 binding 8.6%.
`COCC(C)NCc1cccc(C)c1` (stereo unspecified) gave mouse EphA4 binding -12.8%.
Screening COC(=O)c1ccc(NC(=O)CSc2nc(C)cc(=O)[nH]2)cc1 returned mouse EphA4 binding -4.6%.
For Cc1nc(SCC(=O)Nc2nnc(-c3ccccc3)s2)n[nH]1 the results were mouse EphA4 binding 0.5%.
CCCN(Cc1cc2ccc(C)cc2[nH]c1=O)C(=O)c1ccccn1 was read as mouse EphA4 binding 7.2%.
COc1cccc(/C=N/N2CCN(Cc3ccccc3Cl)CC2)c1 was read as mouse EphA4 binding -13.8%.
For CC(=O)Oc1ccc2oc(C)c(C(=O)N3CCOCC3)c2c1 the results were mouse EphA4 binding 1.0%.
`Cc1ccc(NC(=O)CSc2nc3c(c(=O)[nH]2)CCC3)cc1C` gave mouse EphA4 binding -10.1%.
Screening CCCn1c(SCC(=O)Nc2cccc(C)n2)nnc1-c1ccco1 returned mouse EphA4 binding -23.9%.
For COc1ccc2nc(NC3=NCCC3)sc2c1 the results were mouse EphA4 binding 2.9%.
NC(=O)CC(NC(=O)OCc1ccccc1)C(=O)O (stereo unspecified) was read as mouse EphA4 binding -16.5%.
Screening O=C(O)CN1C(=O)Nc2ccc(Br)cc2C1c1ccccc1 (stereo unspecified) returned mouse EphA4 binding 18.5%.
Screening COc1cccc(NC(=O)COC(=O)c2c(-c3ccccc3)noc2C)c1 returned mouse EphA4 binding -8.5%.
`CCOc1ccc(C(=O)/C=C/c2ccc(C(=O)OC)cc2)cc1` gave mouse EphA4 binding -7.6%.
`O=C(COc1ccccc1Br)c1ccc(O)cc1O` gave mouse EphA4 binding -5.8%.
Screening CCSc1nc2ccccc2n1CC(=O)Nc1c(C)cccc1C returned mouse EphA4 binding -5.8%.
Screening CC12CCC(C(=O)N(Cc3ccccc3)Cc3ccccc3)(OC1=O)C2(C)C (stereo unspecified) returned mouse EphA4 binding -2.7%.
For C=CCOC(=O)C1=C(C)NC(SCC(=O)Nc2ccc(C)c(Cl)c2)=C(C#N)C1c1ccco1 (stereo unspecified) the results were mouse EphA4 binding -9.5%.
`COC(=O)CC1COc2ccccc2N1C(=O)c1cccc(Cl)c1` (stereo unspecified) gave mouse EphA4 binding -4.8%.
Screening O=C(COc1cccc(-n2cnnn2)c1)N1CCOCC1 returned mouse EphA4 binding -38.8%.
CCOc1ccc(/C=C/C(=O)Nc2ccc(OC)cc2[N+](=O)[O-])cc1 was read as mouse EphA4 binding -2.5%.
For O=C(Cn1c(=O)oc2ccccc21)NCc1ccco1 the results were mouse EphA4 binding -3.3%.
`Cc1ccc(S(=O)(=O)/N=C(\N)c2ccc(F)cc2)cc1` gave mouse EphA4 binding 7.3%.
Cc1ccc(N2C(=O)c3ccccc3C2Nc2ccccc2)nc1 (stereo unspecified) was read as mouse EphA4 binding 7.1%.
COCCN1CN=C(Nc2nc(C)c3ccc(C)cc3n2)NC1 was read as mouse EphA4 binding -10.4%.
For CC1CC(C)CN(c2nc3c(c(=O)n(C)c(=O)n3C)n2CCSc2ncccn2)C1 (stereo unspecified) the results were mouse EphA4 binding 2.6%.
Screening N#Cc1nc(Cc2ccccc2)oc1NCCN1CCOCC1 returned mouse EphA4 binding -17.6%.
COc1ccccc1-c1c(C)nn2c(N3CCN(Cc4ccccc4)CC3)cc(C)nc12 was read as mouse EphA4 binding -7.8%.
`O=C(Nc1nc(-c2ccc(-c3ccccc3)cc2)cs1)C1CCCO1` (stereo unspecified) gave mouse EphA4 binding -0.6%.
`CC(=O)N1CCC(=NNS(=O)(=O)c2ccc(C)c([N+](=O)[O-])c2)CC1` gave mouse EphA4 binding -3.3%.
N#CC1=C(N)OC2=C(C(=O)CCC2)C1c1ccc2c(c1)OCO2 (stereo unspecified) was read as mouse EphA4 binding -5.3%.
`COc1ccc(/C=C2/C(=O)ON=C2c2ccccc2)cc1OC` gave mouse EphA4 binding -10.4%.

Of the compounds above, 3 contain a COOH group.
For COc1cccc(C(=O)Nc2ccc3c(c2)C(=O)N(CCC(=O)O)C3=O)c1 the results were mouse EphA4 binding -17.0%.
NC(=O)CC(NC(=O)OCc1ccccc1)C(=O)O (stereo unspecified) was read as mouse EphA4 binding -16.5%.
Screening O=C(O)CN1C(=O)Nc2ccc(Br)cc2C1c1ccccc1 (stereo unspecified) returned mouse EphA4 binding 18.5%.
